NCI-60 one-dose screen, 48 h, at 10 µM unless noted. Numbers give growth in % (100 = growth as untreated, 0 = no growth, -100 = all killed).
HL-60(TB) – HL-60(TB) leukemia cells | 9% of 78,000 active; active = growth percent below 10
An asterisk follows results filed as active; & = joins results of further samples; [ ] = another dose, or the depositor's remark.

SMILES	HL-60(TB)
C[N+](C)(C)CCNC(=O)c1ccc(OCc2ccccc2)cc1	100
CCCCCCCC(=O)SCC/C=C/[C@@H]1CC(=O)NCc2nc(cs2)C2=N[C@@](C)(CS2)C(=O)N[C@@H](C(C)C)C(=O)N1	8.7*
Nc1ccc(F)cc1[N+](=O)[O-]	98
CCCCCN1C=C/C(=C\C(=O)N(C)c2ccc(Oc3ccccc3)cc2)c2ccccc21	67
CCCC(=O)CC(=O)c1cccs1	105
COC(=O)[C@H](Cc1ccccc1)NC(=O)[C@@H](N)CC(=O)O	97
C=C(C)C(=O)Nc1c(C)cccc1C	100
CN1CCN(CC(O)COc2ccc(C(C)(C)c3ccc(OCC(O)CN4CCN(C)CC4)cc3)cc2)CC1 (stereo not drawn)	90
COc1ccc(/C=C2\SC(=O)N(Cc3cc(=O)oc4ccc(C)cc34)C2=O)cc1	98
N=C(N)c1ccc(Oc2ccc3ccc(=O)oc3c2)cc1	102
O=C(COc1ccc(NC(=O)Nc2ccc(Cl)cc2)cc1)N/N=C/c1cccc(O)c1	89
Cc1ccccc1S(N)(=O)=O	117
O=C(CNc1ccc(Br)cc1Cl)Cn1cc(COc2ccc(C=Nc3cnc4ccccc4c3)cc2)nn1	101
COc1cc(Cn2nc(-c3cc(OC)c(OC)c(OC)c3)c3c2CCc2cnoc2-3)cc(OC)c1OC	93
Clc1ccc(C=Nc2ccc(Nc3ncnc4sc5c(c34)CCN(Cc3ccccc3)C5)cc2)cc1	109
CC12CC3CC1C(C(=O)O2)C3C(=O)O (stereo not drawn)	96
O=C1CC[C@@H](C(=O)N[C@H]2CSSC[C@@H](C(=O)N/C=C/c3ccc(O)cc3)NC(=O)[C@H](Cc3ccccc3)NC(=O)[C@@H]3CCCN3C(=O)[C@@H]3CCCN3C2=O)N1	74
O=C(O)C(F)Cc1ccccc1 (stereo not drawn)	90
CCCn1c(=O)[nH]c(N)c(C(c2cccc(OC)c2)c2c(N)[nH]c(=O)n(CCC)c2=O)c1=O	101
O=C(Nc1ccncn1)c1noc2ccccc12	90
Cc1ccc(-n2cnc3c(=O)[nH]cnc32)cc1[N+](=O)[O-]	101
CCC1(CC)C(OC)NC(Br)=C(C#N)C1(C#N)C(N)=O (stereo not drawn)	93
Nc1ncnc2sc(-c3ccccc3)c(-c3ccccc3)c12	91
CC1(c2ccccc2)CCC(=O)NC1 (stereo not drawn)	98
CC(C)c1ccc(C2OCC(C)(C)C(C(C)C)O2)cc1 (stereo not drawn)	86

Next part.
SMILES	HL-60(TB)
O=[N+]([O-])/C=C/c1ccc([N+](=O)[O-])cc1	55&17
CCOC(=O)c1cnn2c(-c3ccccc3O)nc(NCc3ccccc3)nc12	74
CCOc1ccc(-c2nnc(-c3ccc(OCC)cc3)n2-c2cc(OC)c(OC)c(OC)c2)cc1	79
O=C(Nc1ccc2c(c1)C(=O)c1ccccc1-2)c1ccccc1	101
N#Cc1c(-c2ccc(Cl)cc2)cc(-c2ccc(Br)s2)[nH]c1=O	99
COc1ccc(C2C(C#N)=C(N)N(c3ccc(F)cc3F)C3=C2C(=O)CC(C)(C)C3)cc1OC (stereo not drawn)	96
CC1(C)[C@@H](O)CC[C@]2(C)[C@H]3CC[C@@H]4[C@H]5[C@H](C(=O)/C=C\c6ccc([N+](=O)[O-])cc6)CC[C@]5(O)CC[C@@]4(C)[C@]3(C)CC[C@@H]12	28
CCOC(=O)C1=C(C)N=C2SC=C(c3ccccc3)N2[C@H]1c1cn[nH]c1-c1ccccc1	97
Cc1ccc2nc(-c3ccc(-c4nnc(SCC(=O)Nc5ccc(Br)cc5)o4)cc3)[nH]c2c1	56
CCOC(=O)/C(C#N)=N/Nc1ccc(Cl)cc1	70
CC(=O)c1c(O)c(C)c(O)c2c1OC1=CC(=O)/C(=C(/C)N)C(=O)C12C (stereo not drawn)	84
CCCCCc1ccc(S(=O)(=O)Nc2cccc(-c3csc(NC(=O)CCCCCN4CCN(CCO)CC4)n3)c2)cc1	63
COc1cccc(/C=N/N=C(N)N)c1	122
COc1ccc(-c2nn(-c3cccc(Cl)c3)cc2-c2cc(-c3ccc(Br)cc3)nc(=S)[nH]2)cc1	107
CCOC(CNCc1cc(C)c2[nH]c3ccccc3c2c1C)OCC	86
O=c1oc2ccccc2cc1-c1nn(-c2ccccc2)cc1-c1nc2ccccc2[nH]1	92
COc1ccc(C2C(C(=O)Nc3cccc(OC)c3)c3ccccc3C(=O)N2C2CCCCC2)cc1 (stereo not drawn)	62
CC(=O)c1ccc(N=C2N=c3ccccc3=C/C2=C\c2sc(=O)[nH]c2O)cc1	77
COc1ccc(C(=O)/C=N/O)cc1	99
Nc1nc(-c2cc3ccccc3oc2=O)co1	103
O=c1[nH][n+](-c2no[n+]([O-])c2-c2ccc(Cl)cc2)no1	103
O=C1CC(c2ccccc2O)Oc2ccccc21 (stereo not drawn)	101
O=S(=O)(Nc1cccnc1Sc1ccccc1)c1cc(Cl)ccc1Cl	111
O=C(OCCCCI)c1ccccc1	103
N#Cc1cccc(NC(=O)c2oc3ccccc3c2-c2cnn(-c3ccccc3)c2)c1	-22*[50 µM]

More results follow:
SMILES	HL-60(TB)
NNC(=O)C(O)C(O)C(O)C(O)CO (stereo not drawn)	117
C[n+]1c(/C=C\c2ccc(Cl)cc2)ccc2ccccc21	70
COc1cc(-c2nc3cc(C)ccn3c2N)ccc1O	104
O=C(Cc1ccccc1)c1ccc(O)cc1	95
OC1(c2ccccc2)Oc2ccccc2C(c2ccccc2)C1c1ccccc1 (stereo not drawn)	72
CNC(=O)c1cc(Oc2ccc3nc(NC(=O)Nc4ccc(Cl)cc4)sc3c2)ccn1	99
Clc1ccc(C2=CSC3N=C(c4ccc(Cl)cc4)C=C(c4ccco4)N23)cc1 (stereo not drawn)	114
CCCCNc1ccc(-c2ccc(NCCCC)cc2)cc1	45
CCN1C(=O)N(CC)C2Nn3c(s/c(=C\c4ccccc4Br)c3=O)=NC21 (stereo not drawn)	-35*
CCCCCCCCCCCCCCCC[N+](C)(C)CCCNS(=O)(=O)c1ccc(C(C)(C)C)cc1	95
O=C1C(Cl)=C(Nc2ccc3cn[nH]c3c2)C(=O)c2ccccc21	-69*
O=C(Nc1ccc2c(ccn2Cc2ccc(F)cc2)c1)c1ccnnc1	123
CCN(CCCl)/N=N/c1nc2c([nH]1)c(=O)n(C)c(=O)n2C	84
CC(=O)NC(C)C(=O)NC1CCCCCC1 (stereo not drawn)	92
O=C(NNC(=S)Nc1ccccc1)c1ccc(Nc2ncnc3c2cnn3-c2cccc(F)c2)cc1	109
O=C(O)c1cc(N=Nc2cccc([N+](=O)[O-])c2)ccc1O	104
O=C(Nc1ncc(Cc2cc(Cl)ccc2Cl)s1)C1CCCCC1	96
O=C(Nc1ccccc1F)C1=NCCCCN1	95
Cc1noc(C)c1C(=O)Nc1nc(-c2ccccc2)cs1	68
Fc1ccc(-c2ccc(F)cc2)cc1	108
O=C1CCC(=O)N1SC(Cl)(Cl)Cl	100
O=C1Nc2ccc(Cl)cc2/C1=C/c1c[nH]c2ccccc12	82
Cc1cccc([N+](=O)[O-])c1C	51
COc1ccc(NC(=S)NNC(=O)COc2ccc(-c3nc4ccccc4[nH]3)cc2OC)cc1	98
O=[N+]([O-])c1cccc2cnccc12	86

Additional records follow:
SMILES	HL-60(TB)
CN1CCN(C(=O)OC2c3nccnc3C(=O)N2c2ccc(Cl)cn2)CC1 (stereo not drawn)	89
O=C(O)CCCSc1nc(-c2ccccc2)cc(-c2ccccc2)n1	98
CCCC(=O)NCCNc1nccc(Nc2ccc(S(=O)(=O)Nc3ccccn3)cc2)n1	94
CCCCCOc1ccccc1[N+](=O)[O-]	26
CC(C)(C)c1ccc([N+](=O)[O-])cc1Br	92
COC(=O)[C@@H](C)C[C@H](Cc1ccccc1)NC(=O)c1cccc([C@@H](C[C@H](C(C)C)N(C)C(=O)[C@@H](NC(=O)[C@H]2CCCCN2C)C2CC2)OC(C)=O)n1	-38*
COc1cc2c(cc1OC)-c1ccc3cc4c(cc3c1N(CCCN1CCCCC1)C2)OCO4	37
O=C(Nc1ccc(Cl)cc1)C(=S)N1CCOCC1	97
CC(Br)C(C)C(Cl)(Cl)Cl (stereo not drawn)	111
Cc1cccc(C#N)c1	98
CCOC(=O)c1cc(C(=O)c2ccc(Cl)cc2)n2ccc(-c3ccn4c(C(=O)c5ccc(Cl)cc5)cc(C(=O)OCC)c4c3)cc12	79
CC1(C)C(=O)C(C)(C)C1=NO	100
O=C(Cc1ccccc1[N+](=O)[O-])c1ccc2c(c1)OCO2	100
O=C(C(=O)N1CCCC1)c1ccc(OC2OC(CO)C(O)C(O)C2O)cc1 (stereo not drawn)	85
c1ccc2c(c1)ccc1c(C3CO3)cccc12 (stereo not drawn)	105
C=CCN1C(=O)/C(=C\c2ccc3c(c2)CCC3)SC1=S	79
Cc1cc(Nc2ccc(Cl)c(Cl)c2)nc(N)n1	63
CN1C(=O)/C(=C/c2ccc(C(=O)Nc3ncc(Cc4cccc(C(F)(F)F)c4)s3)cc2)SC1=S	43
CCN(CC)S(=O)(=O)c1ccc(S(=O)(=O)N2CCC[C@@H](C(=O)N3CCOCC3)C2)cc1	75
Cc1ccc(S(=O)(=O)N2CCOCC2)cc1	114
Cc1cc(N=Nc2ccc(NC(=O)c3ccc(N)cc3)cc2C)ccc1N=Nc1ccc(N=Nc2ccc3cc(S(=O)(=O)O)cc(S(=O)(=O)O)c3c2)c(C)c1	90
COc1ccc(-c2nc3sc(C4CC4)nn3c2/C=C2/C(=O)Nc3ccc(OC)cc32)cc1	97
CCCCOC(=O)CCCCC(=O)OC(C)C(=O)OCCCC (stereo not drawn)	109
Nc1ncnc2sc(-c3ccc(Cl)cc3)c(-c3ccccc3)c12	111
C1CC1C(=NN=C(C1CC1)C1CC1)C1CC1	121

The list continues.
SMILES	HL-60(TB)
Cc1c(C(N)=O)sc2ncn(C)c(=O)c12	97
COC(=O)[C@]1(C)CCC[C@]2(C)[C@H]3C[C@@H]4[C@H]5[C@@H]6CC/C(=N\N)[C@H]5[C@@]3(CC[C@H]21)C[C@]4(C(C)C)O6	95
CCOC(=O)CCSC1=C(C)C(=O)c2ccccc2C1=O	58
Cc1ccc(NC(=O)/C=N/O)cc1	89
COc1ccc(CCNc2nc3c(c(=O)n(Cc4ccc(Cl)cc4)c(=O)n3C)n2C)cc1OC	101
COc1ccc(CNc2ccc(NC(=O)Nc3cc(OC)cc(OC)c3)cn2)cc1	85
Cn1c(=O)[nH]c2nc(SCC(=O)Nc3ccc(C(=O)/C=C/c4ccccc4)cc3)[nH]c2c1=O	105
Nc1ncnc2nc(NCc3ccccc3)[nH]c12	108
CCOP(=O)(CCCCCCP(=O)(OCC)OCC)OCC	126
Cc1cc2c(cc1C)NC(C)CC(=O)N2 (stereo not drawn)	78
CN(C)c1ccnc(CNCCSC2(c3ccccc3)c3ccccc3C=Cc3ccccc32)c1	-43*
COc1ccc(-c2cc(-c3cc(OC)ccc3OC)nc3sc(C(=O)c4ccccc4)c(N)c23)cc1	101
CCN(Cc1cccc(S(=O)(=O)O)c1)c1ccc(C(=C2C=CC(=[N+](C)C)C=C2)c2ccc(N(C)C)cc2)c(S(=O)(=O)O)c1	98
C=C1C(=O)O[C@H]2[C@H]1CC/C(COC(=O)/C=C/C(=O)NCc1ccc(Cn3c(=O)sn(-c4ccccc4)c3=O)cc1)=C\CC[C@@]1(C)O[C@@H]21	-55*
COC(=O)c1nn2c(c1C(=O)OC)CC1C(=O)N(c3ccccc3)C(=O)C1C2 (stereo not drawn)	101
O=C(C1C(O)CC2c3ccccc3N(Cc3ccccc3)C21)N1CCCCC1 (stereo not drawn)	100
Cc1ccccc1OCCSc1nc2ccc(NC(=O)c3cccs3)cc2s1	86
CCCCN(CCCC)CCC(=O)c1cc(-c2ccccc2)oc1-c1ccccc1	102
COC(=O)c1cccc2ccccc12	84
O=C(Cn1ccc(=O)[nH]c1=O)Nc1nccs1	103
Cc1ccc(N2CCN(C(N)=S)CC2)cc1Cl	113
OC(c1ccccc1)(c1ccccc1)C1CC1c1ccncc1 (stereo not drawn)	92
O=C(c1ccccc1)C(O)C(Br)(CBr)c1ccccc1 (stereo not drawn)	65
COc1ccc(/C=N/N=C(\C)c2nnn(-c3ccc([N+](=O)[O-])cc3)c2C)cc1OC	105

Grouped by structure: the entries above containing an aryl methoxy group (17)
SMILES	HL-60(TB)
COc1ccc(/C=C2\SC(=O)N(Cc3cc(=O)oc4ccc(C)cc34)C2=O)cc1	98
COc1cc(Cn2nc(-c3cc(OC)c(OC)c(OC)c3)c3c2CCc2cnoc2-3)cc(OC)c1OC	93
CCCn1c(=O)[nH]c(N)c(C(c2cccc(OC)c2)c2c(N)[nH]c(=O)n(CCC)c2=O)c1=O	101
CCOc1ccc(-c2nnc(-c3ccc(OCC)cc3)n2-c2cc(OC)c(OC)c(OC)c2)cc1	79
COc1ccc(C2C(C#N)=C(N)N(c3ccc(F)cc3F)C3=C2C(=O)CC(C)(C)C3)cc1OC (stereo not drawn)	96
COc1cccc(/C=N/N=C(N)N)c1	122
COc1ccc(-c2nn(-c3cccc(Cl)c3)cc2-c2cc(-c3ccc(Br)cc3)nc(=S)[nH]2)cc1	107
COc1ccc(C2C(C(=O)Nc3cccc(OC)c3)c3ccccc3C(=O)N2C2CCCCC2)cc1 (stereo not drawn)	62
COc1ccc(C(=O)/C=N/O)cc1	99
COc1cc(-c2nc3cc(C)ccn3c2N)ccc1O	104
COc1ccc(NC(=S)NNC(=O)COc2ccc(-c3nc4ccccc4[nH]3)cc2OC)cc1	98
COc1cc2c(cc1OC)-c1ccc3cc4c(cc3c1N(CCCN1CCCCC1)C2)OCO4	37
COc1ccc(-c2nc3sc(C4CC4)nn3c2/C=C2/C(=O)Nc3ccc(OC)cc32)cc1	97
COc1ccc(CCNc2nc3c(c(=O)n(Cc4ccc(Cl)cc4)c(=O)n3C)n2C)cc1OC	101
COc1ccc(CNc2ccc(NC(=O)Nc3cc(OC)cc(OC)c3)cn2)cc1	85
COc1ccc(-c2cc(-c3cc(OC)ccc3OC)nc3sc(C(=O)c4ccccc4)c(N)c23)cc1	101
COc1ccc(/C=N/N=C(\C)c2nnn(-c3ccc([N+](=O)[O-])cc3)c2C)cc1OC	105

Exported field by field: entries from further up
SMILES: CN1CCN(C(=O)OC2c3nccnc3C(=O)N2c2ccc(Cl)cn2)CC1 (stereo not drawn)
- HL-60(TB): 89
SMILES: Cc1ccc(S(=O)(=O)N2CCOCC2)cc1
- HL-60(TB): 114

The list is partial (hit frequency here may not be typical).
